S1P2 antag: antagonists of human S1P2 receptor. AID 736. 97,000 tested, 0.21% active. O95136. inhibition, % at 5 µM. cell-based S1P2 antagonist assay, inhibition at 5 uM; in the data active = inhibition above about 45%;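 note: CRE beta-lactamase reporter cells expressing human S1P2 stimulated with S1P; 0% = agonist at EC80 alone and 100% = agonist plus reference antagonist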
Target sequence (O95136 whole entry, looked up): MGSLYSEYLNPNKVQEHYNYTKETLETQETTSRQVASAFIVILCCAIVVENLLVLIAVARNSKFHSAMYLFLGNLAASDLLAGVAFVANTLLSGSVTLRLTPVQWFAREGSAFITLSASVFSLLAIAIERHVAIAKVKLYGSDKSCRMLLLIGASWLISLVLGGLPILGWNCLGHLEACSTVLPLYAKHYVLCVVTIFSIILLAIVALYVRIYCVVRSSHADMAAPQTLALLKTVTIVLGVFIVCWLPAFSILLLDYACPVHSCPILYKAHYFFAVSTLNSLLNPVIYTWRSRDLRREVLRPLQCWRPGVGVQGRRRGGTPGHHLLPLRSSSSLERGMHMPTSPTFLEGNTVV
HIV Rev-RRE inh: HIV Rev-RRE protein-RNA interaction inhibition; Rev peptide-RRE RNA binding, FRET; 97,000 tested, 0.79% active; AID 704; inhibition, % at 8 µM; P05866;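 active = inhibition above the screen-wide mean plus 3 SD, cut at about 35% in these data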;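 note: 0% = median DMSO wells and 100% = median Neomycin B control wells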
Target sequence (P05866 whole entry, looked up): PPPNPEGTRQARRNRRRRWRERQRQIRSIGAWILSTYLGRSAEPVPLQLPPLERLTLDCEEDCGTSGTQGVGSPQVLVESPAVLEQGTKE
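Test system – labelled RRE RNA duplex and labelled Rev peptide · Reagent – labelled Rev peptide · Doses – one concentration, 8 µM nominal · Incubation – 5 + 15 min at 25 °C · Signal – FRET fluorescence readout · Read-out basis – % inhibition of FRET ratio versus controls · Control set – DMSO wells as 0% and neomycin B wells as 100% inhibition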
S1P2 agonist: activates the human S1P2 receptor. activation, % at 4.5 µM. 97,000 tested, 0.46% active. AID 729. S1P2-expressing cell line, agonist reporter read-out. O95136; in the data active = activation above about 16%;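 note: 0% = vehicle low control and 100% = maximal reference agonist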
PLK1 inh: inhibitors of human PLK1 kinase | 97,000 tested, 0.53% active | recombinant PLK1 kinase, TR-FRET peptide phosphorylation | inhibition, % at 10 µM | P53350;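 active = inhibition of 50% or more in the single-concentration screen; inactive = inhibition below 50%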;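 note: 0% = DMSO max control and 100% = H-89 dihydrochloride min control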
PLAP activator: human PLAP activation | AID 696 | activation fold at 20 µM | purified PLAP enzyme, luminescent substrate read-out; active compounds read high | 96,000 tested, 1.2% active; in the data active = activation fold above about 2
Target sequence (P05187 whole entry, looked up): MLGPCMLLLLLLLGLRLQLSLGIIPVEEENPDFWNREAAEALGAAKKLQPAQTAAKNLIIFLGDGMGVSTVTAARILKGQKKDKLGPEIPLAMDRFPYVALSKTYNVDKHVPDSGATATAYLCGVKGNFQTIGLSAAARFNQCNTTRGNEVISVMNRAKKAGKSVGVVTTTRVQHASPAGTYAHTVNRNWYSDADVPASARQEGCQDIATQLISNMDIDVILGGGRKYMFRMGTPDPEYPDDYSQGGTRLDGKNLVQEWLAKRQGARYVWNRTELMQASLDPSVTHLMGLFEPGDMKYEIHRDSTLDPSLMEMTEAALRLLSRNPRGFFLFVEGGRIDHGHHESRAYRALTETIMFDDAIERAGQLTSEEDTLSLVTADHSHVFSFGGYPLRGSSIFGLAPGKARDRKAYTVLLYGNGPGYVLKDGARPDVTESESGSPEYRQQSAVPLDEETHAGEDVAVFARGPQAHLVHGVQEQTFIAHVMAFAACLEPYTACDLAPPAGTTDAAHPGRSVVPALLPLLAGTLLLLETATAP
PLK1 PBD inh: Plk1 (human) PBD binding inhibition; P53350; Plk1 PBD phosphopeptide binding, fluorescence polarization; inhibition, %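 (tested at about 20 µM)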; 97,000 tested, 0.13% active; in the data active = inhibition above about 34%, passing the limit was not always enough
EphB4 antag: EphB4-ephrin-B2 interaction antagonism | 97,000 tested, 0.15% active | EphB4 LBD / TNYL-RAW-Alexa532 peptide, fluorescence polarization | AID 720 | inhibition, % at 7 µM | P54760;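 active = inhibition above the screen-wide mean inhibition plus 3 SD, cut at about 15% in these data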;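 note: 0% = DMSO wells and 100% = excess unlabeled TNYL-RAW peptide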
MT1-MMP txn act: MT1-MMP promoter transcription activation; AID 750; 86,000 tested, 0.16% active; HT1080 MT1-MMP promoter luciferase reporter, luminescence, overnight; active compounds read high; activation factor at 10 µM;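 active = activation factor of at least 2 for MT1-MMP transcription at 10 µM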
FAK blocker: inhibitors of human focal adhesion kinase | Q05397 | biochemical FAK kinase activity assay | inhibition, %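 (tested at 7 µM)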 | 97,000 tested, 0.84% active; in the data active = inhibition above about 19%;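 note: 0% = DMSO and 100% = reference compound high control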
Active calls of the source: *; / = no result given.

SMILES	S1P2 antag	HIV Rev-RRE inh	S1P2 agonist	PLK1 inh	PLAP activator	PLK1 PBD inh	EphB4 antag	MT1-MMP txn act	FAK blocker
Cc1noc(C)c1COC(=O)[C@H](C)NS(=O)(=O)c1ccc(Cl)c(Cl)c1	-14	4	-3	-1	1.6	-3	4	1.1	1
CC1=C(CC(=O)c2ccccc2)C(=O)c2ccccc2C1=O	7	4	-6	-6	0.9	-28	-4	/	10
CCC(C)(NC(=O)CNC(C)=O)C(=O)NC1CCCCC1 (stereo unspecified)	5	-1	-2	3	0.8	-12	-7	/	1
N#CC1=C2SCN(Cc3ccccc3)CN2C(=O)CC1c1ccc2c(c1)OCO2 (stereo unspecified)	27	7	-2	-3	1.2	-7	5	1.2	0
NC(=O)C(c1cccc(Cl)c1)c1ncc(C(F)(F)F)cc1Cl (stereo unspecified)	7	7	-2	-11	0.9	21	3	/	-7
O=C(Nc1ccc2nc(-c3cccs3)[nH]c2c1)c1ccco1	-30	0	-3	-8	/	21	7	1.3	0
CCCC(=O)N(c1ccc(OC)cc1)C1C=CS(=O)(=O)C1 (stereo unspecified)	10	-2	-4	-9	1.1	2	-4	1	-5
CCN(CCO)Cc1cc(=O)oc2c(C)c(C)ccc12	22	3	-7	-4	1.4	-18	-4	1.1	-2
CCOc1ccc(C(=O)NCC(=O)OCC(=O)N2CCC(C)CC2)cc1	-1	-3	-2	-7	1	-45	2	/	0
CCn1c(CCCOc2ccc(Cl)cc2Cl)nnc1SCC(=O)Nc1cccc(F)c1	11	14	-1	2	0.9	-14	4	/	-4
Cc1nnc(SCc2cccc(CSc3nnc(C)s3)c2)s1	6	12	-3	7	0.7	-15	-2	/	-2
CN(C)CCCN1C(=O)C(=O)/C(=C(/O)c2ccc3c(c2)OCO3)C1c1ccco1 (stereo unspecified)	-10	3	-4	-15	/	-7	0	0.9	-1
CCOC(=O)c1c[nH]c2c(C)cc(C)cc2c1=O	1	8	-5	-13	0.8	32	-4	/	-5
COC(=O)COc1ccc(S(=O)(=O)Nc2ccc3c(c2)OCCO3)cc1Cl	6	5	-4	-13	1.1	-20	3	1.1	0
Cn1c(=O)c2c(nc(CN3CCCCC3)n2CCCc2ccccc2)n(C)c1=O	0	9	-2	-13	/	0	2	1.3	0
Cc1cccc(C(=O)Nc2ccccc2N2CCN(c3ccc(F)cc3)CC2)c1	-13	9	-2	-9	/	-25	6	1.1	3
Cc1occc1-c1nnc(SCC(=O)c2ccc(Cl)cc2)n1CC1CCCO1 (stereo unspecified)	-7	-2	-2	-15	1.2	-5	-2	1.2	-5
COc1ccc(NC(=O)N2CCN(c3nc(-c4cccc(OC)c4)cs3)CC2)cc1	30	6	-9	-2	/	-7	11	0.9	6
CC1C(=NO)C(C)C(c2ccccc2)NC1c1ccccc1 (stereo unspecified)	-5	-2	-1	-3	1.1	-7	2	1.1	4
O=C(NC1CCCCC1)C(c1ccncc1)N(CC1CCCO1)C(=O)C(F)(F)F (stereo unspecified)	23	5	-9	-3	1.2	-1	2	1.1	3
CCN(CC)S(=O)(=O)c1ccc(NC(=O)C(OC)c2ccccc2)cc1 (stereo unspecified)	13	3	-5	-1	1	2	-2	1	-6
CC1CCc2nc(NC(=O)C3CC3)sc2C1 (stereo unspecified)	-11	6	-3	-2	1	5	7	1.5	4
N#Cc1ccc(COC(=O)c2ccc3c(=O)[nH]c(CN4CCOCC4)nc3c2)cc1	-23	3	-5	-1	1	19	-5	1.1	2
O=C(Nc1ccc2c(c1)oc1ccccc12)C1CC1	26	7	-9	-8	1	-11	9	1.5	6
CC1(C)SC(=S)N(NC(=O)Nc2ccccc2)C1N(O)C(=O)Nc1ccccc1 (stereo unspecified)	-13	1	-18	-12	1.2	0	-1	/	-1
Cc1csc2ncc(C(=O)N3c4ccccc4CC3C)c(=O)n12 (stereo unspecified)	0	1	-4	-3	1.1	5	-8	/	3
COc1ccc(OCC(=O)NCCCN2CCOCC2)cc1	-20	4	-3	-17	/	-15	-13	1.5	-1
O=C1NC2(CCc3ccccc32)C(=O)N1CCOc1ccc(Cl)cc1 (stereo unspecified)	5	3	-3	-3	1.1	-21	2	/	0
COc1ccc(C(=O)CSc2nnc(-c3ccc(C)cc3)o2)cc1	5	0	-1	-12	1	15	-4	1.1	2
CCOC(=O)c1c(NC(N)=O)sc(C)c1C	-10	2	-6	-13	0.9	-12	7	1	18
O=C(NCc1ccccc1)c1c[nH]c2ccc(S(=O)(=O)Nc3ccc4c(c3)OCCO4)cc2c1=O	12	10	-7	-1	0.9	-8	-3	1.1	-1
CCOC(=O)C1CCN(c2cc(=O)n(-c3ccccc3Cl)c(=O)[nH]2)CC1	-8	3	-3	-9	/	-18	2	1.1	-2
COc1ccccc1N(C)S(=O)(=O)c1ccc(C(=O)OCC(=O)NCc2ccco2)cc1	5	11	-6	-9	1.1	16	12	1.1	10
COc1ccc(/C=C(/NC(=O)c2ccccc2)c2nc3ccccc3[nH]2)cc1OC	6	-3	-6	0	1.2	-26	-7	/	-4
COc1cc(NC(=O)c2ccc(Br)o2)c(C(=O)O)cc1OC	-26	8	-3	-4	1.2	-12	-3	1.2	1
CC(=O)Oc1ccc(C(=O)Nc2nccs2)cc1	/	/	/	-9	1	-15	/	1.5	/

5 of these compounds in another layout:
Values run as follows: S1P2 antag	HIV Rev-RRE inh	S1P2 agonist	PLK1 inh	PLAP activator	PLK1 PBD inh	EphB4 antag	MT1-MMP txn act	FAK blocker
> COc1ccc(NC(=O)N2CCN(c3nc(-c4cccc(OC)c4)cs3)CC2)cc1
    30	6	-9	-2	/	-7	11	0.9	6
> CC1C(=NO)C(C)C(c2ccccc2)NC1c1ccccc1 (stereo unspecified)
    -5	-2	-1	-3	1.1	-7	2	1.1	4
> O=C(NC1CCCCC1)C(c1ccncc1)N(CC1CCCO1)C(=O)C(F)(F)F (stereo unspecified)
    23	5	-9	-3	1.2	-1	2	1.1	3
> CCN(CC)S(=O)(=O)c1ccc(NC(=O)C(OC)c2ccccc2)cc1 (stereo unspecified)
    13	3	-5	-1	1	2	-2	1	-6
> CC1CCc2nc(NC(=O)C3CC3)sc2C1 (stereo unspecified)
    -11	6	-3	-2	1	5	7	1.5	4

Copied from the list.
Under FAK blocker, COc1cc(NC(=O)c2ccc(Br)o2)c(C(=O)O)cc1OC is entered as 1
Under PLK1 inh, O=C(NCc1ccccc1)c1c[nH]c2ccc(S(=O)(=O)Nc3ccc4c(c3)OCCO4)cc2c1=O is entered as -1

Going on with the list:
SMILES	S1P2 antag	HIV Rev-RRE inh	S1P2 agonist	PLK1 inh	PLAP activator	PLK1 PBD inh	EphB4 antag	MT1-MMP txn act	FAK blocker
CCCCCOc1ccc(NC(=O)C(=O)NCCCn2ccnc2)cc1	0	4	-2	-10	0.8	-35	-3	/	1
Cc1cc2c(ccc3c2no[n+]3[O-])nn1	1	4	-9	-6	1	0	-1	1.1	-7
COc1ccc(C)cc1S(=O)(=O)N(C)CC(=O)N1CCC(C)CC1	19	1	-5	-2	/	-9	-3	1.3	0
C=CCn1c(SCC(=O)Nc2ccccc2C)nnc1-c1ccncc1	-9	-1	-3	1	1.3	23	0	1.3	0
Cc1cc(Nc2ccccc2)nc(N)n1	-7	-5	-2	5	0.9	-8	-8	/	-1
CC1CC(CC(C)C(=O)Nc2nncs2)C(=O)O1 (stereo unspecified)	10	13	-4	-3	1.2	-3	-4	1.2	-2
Cc1ccc(Nc2nc(C(=O)N3CCC(C(=O)NCCN4CCOCC4)CC3)cs2)cc1	16	6	-6	4	1.7	-32	12	1.3	-5
C=CCNC(=O)c1snnc1-c1ccccc1	-4	-1	-6	-5	1	-4	-3	1.2	0
CCn1c(SCC(=O)N2CCOCC2)nc2sc3c(c2c1=O)CCCC3	-24	6	-4	-18	1.3	3	5	1	0
COCCNc1c2c(nc3c(-c4ccccc4)c(C)nn13)CCCC2	-15	4	-16	19	1.4	-4	9	1.3	0
CCn1c(COc2ccc(=O)n(-c3ccccc3)n2)nnc1SCc1ccccc1	22	3	-4	-7	1.1	10	10	/	2
Cc1ccc(-c2nn(Cc3ccccc3)cc2/C=C/C(=O)O)cc1	4	0	-6	-15	1.2	-6	-5	1.2	-5
CCOC(=O)COc1ccc(S(=O)(=O)NCc2cccnc2)cc1	-1	6	-5	-4	1	-11	5	1.1	-1
CCOC(=O)C1C2C=CC3(CN(CCc4ccccc4)C(=O)C13)O2 (stereo unspecified)	3	5	-2	-7	/	-21	0	1.2	-1
CCOC(=O)CC(Nc1nc(N2CCOCC2)nc(N2CCOCC2)n1)c1ccccc1Cl (stereo unspecified)	5	1	-9	0	1.4	-11	-6	1.2	-8
O=C1c2ccccc2C(=O)N1CCCP(=O)(O)CCc1ccccc1	-6	6	-4	3	1	-7	-8	1.1	-1
CCCC(=O)Nc1ccc2c(c1)nc(CN1CCCCC1)n2C	10	4	0	-11	1.1	3	-3	1.2	-7
O=c1c(Oc2ccccc2Br)c(C(F)(F)F)oc2c(CN3CCCC3)c(O)ccc12	3	2	-1	-11	1.6	-4	8	1	6
COc1ccc(OC)c(NC(=O)CCN2CCN(c3ccccc3F)CC2)c1	-3	5	-6	-9	1.7	19	-3	1	1
Cc1ccc(CC(=O)N2CCN(c3cccc(C(F)(F)F)c3)CC2)cc1	-4	1	0	-9	1	-9	6	1	4
CCOC(=O)C1CCN(C(=O)CSc2n[nH]c(=O)[nH]c2=O)CC1	-1	2	1	-11	1.1	3	10	1.2	1
O=C(CSc1nnc(COc2ccccc2F)n1-c1ccccc1)NCc1ccco1	4	12	-6	-5	1.7	7	5	1	1
COc1ccc(C(=O)NCc2ccc(C)cc2)cc1S(=O)(=O)N1CCCc2ccccc21	6	9	-8	-14	1.5	-18	0	/	0
COc1ccc(C(=O)NCCc2nnc(SCC(=O)Nc3ccc(Br)cc3)n2C)cc1	3	5	-3	-17	0.9	-4	3	1.1	1
CCn1nc(C)c(NC(=O)CSc2nnc(-c3ccco3)n2C)c1C	4	2	-4	-8	1	-12	7	1.1	-2
COC(=O)c1ccccc1NC(=O)c1cc(-c2ccc(O)cc2)on1	-2	5	-6	-2	0.9	-27	-1	/	0
CC(C)N(C(=O)CSc1nc2ccccc2n1-c1ccccc1)C(C)C	4	6	0	-11	1.5	7	3	1	3
Cc1ccc(NC(=O)Cn2nc(C)cc2C)cc1	7	14	-9	-10	1	-11	6	1	-14
C=CCOc1ccc(CNn2cn[nH]c2=S)cc1OCC	-13	3	-5	-3	0.9	-2	2	/	-1
NC(=O)C1CCN(C(=O)C2c3ccccc3C(=O)N3CCc4ccccc4C23)CC1 (stereo unspecified)	4	8	-1	-3	1.1	-6	-2	1.3	-1
O=C(c1ccco1)N(CC1CCCO1)c1nc(-c2ccccc2)cs1 (stereo unspecified)	12	14	-2	-5	1.5	-3	-7	1.3	3
CCN1CCCC1CNC(=O)CCNC(=O)c1cc(OC)c(OC)c(OC)c1 (stereo unspecified)	17	4	-7	-21	1	6	-4	1.1	1
CCOc1ccc(NC(=O)Nc2cc(C)ccc2OC)cc1	-10	8	-4	-15	/	0	-6	1	3
Cc1cccc(C)c1N1C(=O)CC(N(O)c2ccccc2)C1=O (stereo unspecified)	-9	-1	-1	-23	1	5	-6	1.1	-2
Cc1cc(C)c2c(c1)-c1c(ssc1=S)C(C)(C)N2C(=O)CSc1nncn1C	-14	-6	-5	-6	1.5	-9	-2	1.1	-3
CCOC(=O)c1ccc(NC(=O)c2ccc(CO)c(C(=O)NC3CCN(C(=O)OCC)CC3)c2)cc1	-10	2	-3	-3	0.9	-8	5	0.9	0
CC(OC(=O)c1ccncc1)C(=O)Nc1cccc(Cl)c1 (stereo unspecified)	20	3	-5	33	0.9	7	-4	1.1	1
O=C(c1ccc(F)cc1)N1CCN(c2cc(N3CCCCC3)c(F)cc2[N+](=O)[O-])CC1	21	-3	-8	-8	1	-17	-1	/	-4
CCOC(=O)C1(c2csc(N)n2)COC(=O)C1 (stereo unspecified)	-21	4	0	3	0.9	18	-2	/	-3
